Assay outcomes from PubChem BioAssay.
yeast mec2-1: NCI yeast anticancer drug screen, S. cerevisiae mec2-1 strain; 9% of 79,000 active; growth inhibition, % at 50 µM;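 further: 0% = growth of vehicle-only cultures of the same strain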
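Compounds were applied to mec2-1 yeast cells. Their growth was then compared with that of vehicle-treated cultures to give growth inhibition.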
rad50: NCI yeast anticancer drug screen, S. cerevisiae rad50 strain | growth inhibition, % at 50 µM | 10% of 79,000 active | AID 155, 2004;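 further: 0% = growth of vehicle-only cultures of the same strain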
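Growth of the mutant yeast was measured after compound exposure and referenced to vehicle-treated cultures.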
bub3: NCI yeast anticancer drug screen, S. cerevisiae bub3 mutant strain; 9.9% of 78,000 active; AID 167, 2004; % growth inhibition at 50 µM;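 further: 0% = growth of vehicle-only cultures of the same strain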
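Readout: yeast growth inhibition, expressed relative to vehicle-only wells. The test organism is a mutant strain from a panel with lesions in DNA repair or checkpoint genes.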
sgs1 mgt1: NCI yeast anticancer drug screen, S. cerevisiae sgs1 mgt1 strain. % growth inhibition at 50 µM. AID 161, 2004. 10% of 78,000 active;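 further: 0% = growth of vehicle-only cultures of the same strain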
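Mutant yeast exposed to compound; growth scored against vehicle-only wells.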
yeast cln2 rad14: NCI yeast anticancer drug screen, S. cerevisiae cln2 rad14 strain; growth inhibition, % at 50 µM; 8.3% of 78,000 active; AID 165, 2004;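 further: 0% = growth of vehicle-only cultures of the same strain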
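Strain: cln2 rad14 yeast, altered in cell cycle control and DNA damage repair. Read-out: growth inhibition vs vehicle.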
yeast mlh1 rad18: NCI yeast anticancer drug screen, S. cerevisiae mlh1 rad18 strain; growth inhibition, % at 50 µM; 11% of 79,000 active; AID 175, 2004;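 further: 0% = growth of vehicle-only cultures of the same strain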
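Compound-treated yeast growth, normalised to vehicle controls. Strain bears defined DNA repair mutations.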
An asterisk follows results filed as active; · = not tested or not shown; & = joins results of further samples. No stated cut-off is given here; in the data, active means growth inhibition above about 70%; inactive means the rest. No enrichment for hits; about 14% have a hit in one of these screens.

Structure	sgs1 mgt1	rad50	yeast mlh1 rad18	yeast cln2 rad14	yeast mec2-1	bub3
O=C/C=C/c1cc([N+](=O)[O-])ccc1Cl	57	82*	93*	46	80*	79*
COc1ccc(-c2c(CO)cc(OC)c(OC)c2OC)c(CO)c1	64	94*	99*	98*	99*	99*
CC(=O)NNC(=O)c1ccccc1CO	-5	-19	21	10	-15	-2
COc1cc2c(c(O)c1OC)-c1c(cc(OC)c(OC)c1OC)CC(C)C(C)C2 (centres undefined)	75*	67	19	52	47	60
Cc1cc[n+](C2=C([O-])C3=C(C(=O)C2=O)C2c4ccccc4C3c3ccccc32)c(C)c1	99*	99*	98*	98*	99*	90*
N#Cc1nc(COCCOCc2ccc(F)cc2)oc1N	-14	40	3	7	26	-22
CCOC(=O)C1(C#N)C(c2ccccc2)C1(C#N)C#N (centres undefined)	98*	98*	99*	98*	99*	97*
COc1cccc2c1C(=O)c1c(O)c3c(c(O)c1C2=O)C[C@@](O)(C(C)=O)C[C@@H]3OC1CC(N(C)C)C(O)C(C)O1 (some centres undefined)	91*	86*	·	90*	90*	88*
O=C1OC(c2ccccc2)=N/C1=C1\OC(=O)c2ccccc21	-15	-11	-5	-24	4	4
COc1cc(-c2ccc(NC(=O)CC(C)=O)c(OC)c2)ccc1NC(=O)CC(C)=O	-3	-18	-14	-5	-27	6
N=C(N)SC1c2ccccc2-c2ccc(N)cc21 (centres undefined)	98*	98*	98*	97*	98*	97*
Fc1ccccc1Nc1n[nH]c(=S)s1	·	56	39	·	57	·
CCOC(=O)C1(C(=O)OCC)CCCCC1=O	-23	13	-1	11	-15	-47
COc1cc(OC)cc(C2SCC(=O)N2c2nncs2)c1 (centres undefined)	56	20	97*	99*	97*	99*
CC(O)CN=Cc1ccccc1 (centres undefined)	-11	-17	-19	-41	22	-12
Cc1nn(C(=O)Cc2ccccc2)c2c1C(c1ccc(Cl)cc1)SC(N)=N2 (centres undefined)	-29	-30	-25	6	-32	-24
CCOC(=O)C(C#N)S(C)(=O)=O (centres undefined)	2	5	-2	-35	-7	-12
N#Cc1cccc(/C=C\C(=O)c2ccccc2)c1	5	23	14	17	9	61
O=C1/C(=C/c2ccccc2)SC(=S)N1C1OC(CO)C(O)C(O)C1O (centres undefined)	-8	3	7	9	12	-4
Cc1nc2ccccc2nc1C1=C(O)c2ccccc2CC1=O	10	1	1	-71	9	-10
COC(=O)CCSCC(N)C(=O)O (centres undefined)	-13	1	-18	-40	-3	-1
C=CNc1cccc2ccccc12	14	14	15	6	12	25
CCOC(=O)CCC(NC(=O)OCc1ccccc1)C(=O)NC(CCC(=O)OCC)C(=O)OCC (centres undefined)	-11	18	-26	8	3	5
CC(Cc1ccccc1)NC(=O)c1ccccc1 (centres undefined)	-2&-20	5&18	-5&7	-8&-93	-1&3	2&-15
CSc1nc(NC2OCC(OC(C)=O)C(OC(C)=O)C2OC(C)=O)c(N=CC=Nc2c(NC3OCC(OC(C)=O)C(OC(C)=O)C3OC(C)=O)nc(SC)[nH]c2=O)c(=O)[nH]1 (centres undefined)	0	12	8	7	-8	-2
Cc1ccc2c(c1)c1ccc3c(c1n2C)C(=O)C=CC3=O	75*	3	74*	3	31	63
CCOC(=N)c1ccc(C(=N)OCC)cc1	-29	-11	-42	-21	-29	-32
CCOC(=O)CCC(NC(=O)c1ccc(Nc2nc3cc(C(F)(F)F)ccc3nc2C(=O)OCC)cc1)C(=O)OCC (centres undefined)	-14	-20	5	-2	1	-10
C#CC(NCCC(C)CC(C)(C)C)C(C)C (centres undefined)	88*	83*	65	21	36	30
CCCCCCOC(=O)CCC(=O)OCCCCCC	24	-3	24	41	18	64

Gathered by group, the compounds so far with a halogen.
Structure	sgs1 mgt1	rad50	yeast mlh1 rad18	yeast cln2 rad14	yeast mec2-1	bub3
O=C/C=C/c1cc([N+](=O)[O-])ccc1Cl	57	82*	93*	46	80*	79*
N#Cc1nc(COCCOCc2ccc(F)cc2)oc1N	-14	40	3	7	26	-22
Fc1ccccc1Nc1n[nH]c(=S)s1	·	56	39	·	57	·
Cc1nn(C(=O)Cc2ccccc2)c2c1C(c1ccc(Cl)cc1)SC(N)=N2 (centres undefined)	-29	-30	-25	6	-32	-24
CCOC(=O)CCC(NC(=O)c1ccc(Nc2nc3cc(C(F)(F)F)ccc3nc2C(=O)OCC)cc1)C(=O)OCC (centres undefined)	-14	-20	5	-2	1	-10

3 records picked at random from the list so far, as already listed:
Structure	sgs1 mgt1	rad50	yeast mlh1 rad18	yeast cln2 rad14	yeast mec2-1	bub3
CCOC(=N)c1ccc(C(=N)OCC)cc1	-29	-11	-42	-21	-29	-32
CCOC(=O)C1(C(=O)OCC)CCCCC1=O	-23	13	-1	11	-15	-47
COc1ccc(-c2c(CO)cc(OC)c(OC)c2OC)c(CO)c1	64	94*	99*	98*	99*	99*

Additional entries:
Structure	sgs1 mgt1	rad50	yeast mlh1 rad18	yeast cln2 rad14	yeast mec2-1	bub3
CCOC(=O)Cc1ccc(-c2csc(Nc3ccc(Cl)cc3)n2)cc1	35	50	49	24	22	25
O=C(Cc1nc2ccc(C(=O)c3ccccc3)cc2[nH]c1=O)C(=O)Nc1ccccc1[N+](=O)[O-]	8	3	12	9	-16	6
CN1C(=O)c2ccccc2Cc2c(Cl)ncnc21	11	0	2	-1	26	29
OC1COC(n2cnc3c(=S)nc[nH]c32)C(O)C1O (centres undefined)	-25&6&-7	12&2&6	10&4&-1	-2&4&-23	0&-3&-12	4&5&-6
COc1cc(C=C2N=C(c3ccccc3)N(n3c(-c4ccccc4)nc4ccccc4c3=O)C2=O)cc(OC)c1OC	9	-7	22	8	-7	1
C=CC(=O)NC(C)C(=O)O (centres undefined)	0	-4	-4	-7	-2	-11
OCCNC(c1ccc2c(c1)OCO2)C(O)c1ccccc1 (centres undefined)	22	14	19	8	4	3
CC1=CCCC(C)(O)C2CC(CCC3(C)OC3CC1)C(C)C(=O)O2 (centres undefined)	12	2	-53	6	-2	-13
O=C(c1ccc(Cl)cc1)c1ccccc1Cl	41	38	19	-41	-8	25
O=[N+]([O-])c1ccc(N/N=C\C2C=CCCC2)c([N+](=O)[O-])c1 (centres undefined)	-6	-13	-20	-32	0	-1
COC1c2ccccc2C=CN1c1ccc([N+](=O)[O-])cc1[N+](=O)[O-] (centres undefined)	69	62	71*	27	70*	59
CCN(CC)CCC(=O)c1ccccc1	-8	-8	-8	-7	-4	-20
Nc1cccc2c1CCC=C2	-4	0	-2	-6	-6	8
S=C=Nc1ccc(N2CCOCC2)cc1	100*	99*	99*	96*	100*	99*
O=S(=O)(Nc1ncccn1)c1ccc(N=NSC2=NC=NC3=NC=NC32)cc1 (centres undefined)	20	21	12	4	17	0
CC(C)(CC(CCc1ccccc1)c1ccccc1)c1ccccc1 (centres undefined)	0	-8	18	-52	10	35
c1ccc2c3c([nH]c2c1)CCCCCC3	15	19	16	13	15	22
CS(=O)CCN=Cc1ccc(N=Nc2ccc(O)cc2)cc1 (centres undefined)	-1	6	3	-33	2	14
CC(=O)N(C)C	13	-10	-6	6	-2	-2
COc1ccc(C2C(=O)c3c(OC)cc(OC)cc3OC2c2cccnc2)cc1 (centres undefined)	-5	-15	4	11	-34	-8
Cn1c(=O)c2c(ncn2CC(=O)O)n(C)c1=O	-8	-4	20	7	-28	-14
CN(C)c1ccc(C2CC(C)(O)Oc3cc4c(cc32)OCO4)cc1 (centres undefined)	35	25	44	21	14	28
O=C(O)C(CBr)c1ccccc1 (centres undefined)	-1	7	0	13	7	0
COc1cccc(N=N/C(=N/NC(=O)c2cc(Cl)ccc2O)c2ccc(N(CCC#N)CCC#N)cc2C)c1	-19	-19	-48	-19	-17	-18
O=C(O)c1c(Br)c(Br)c(Br)c(Br)c1-c1c2ccc(=O)cc-2oc2cc(O)ccc12	87*	84*	83*	88*	89*	86*
COC(=O)CCC(=O)c1cc(OC)c2cc3ccccc3cc2c1OC	-3	9	-16	6	-10	-17
S=C(N/N=C/c1ccccn1)Nc1ccccn1	92*	91*	90*	89*	93*	91*
Nc1cc(Cl)c(Cl)cc1N	25	34	46	-10	51	9
COC(=O)NNc1c([N+](=O)[O-])cnn(-c2ccccc2)c1=O	14	15	-8	30	1	1
Cn1c(=O)c2ccccc2c2nc3ccccc3nc21	-7	-15	-19	-24	3	8
O=c1[nH]c2cccnc2c(=O)n1O	-7	-6	-6	-40	-9	12
O=c1/c(=C/c2ccc(Cl)cc2)sc2nc(-c3ccccc3)nn12	9	1	24	-7	8	-13
CC(C)(C)C1CCC2(CC1)c1[nH]c3ccccc3c1C1(CCC(C(C)(C)C)CC1)c1[nH]c3ccccc3c12 (centres undefined)	6	28	12	-13	20	12
O=C(CCCN1CCC(C(O)c2ccc(F)cc2)CC1)c1ccc(F)cc1 (centres undefined)	80*	72*	68	68	70	76*
COc1cc2cc[n+]3c4ccc([N+](=O)[O-])cc4ccc3c2cc1OC	70*	45	46	68	56	58
COC1CC(NC(=O)C(F)(F)F)C(O)C(CNC(=O)C(F)(F)F)O1 (centres undefined)	-4	-32	19	-14	17	16
COC(=O)C1OC1c1ccncc1 (centres undefined)	32	19	6	5	6	0
O=S(=O)(O)C(I)S(=O)(=O)O	-19	-19	-20	-18	-3	-11
Nc1cc(C(=O)O)c(O)c(Cl)c1O	12	31	30	22	7	4
C=C(C#N)C1OCC2OC(C)(C)OC21 (centres undefined)	0	4	-26	12	-4	-5
COC(=O)c1ccccc1NC(=O)C(=O)CC(=O)c1ccccc1NC1=CC(=O)C(=O)c2ccccc21	18	-5	2	15	10	-8
CC(C)(C)CC(C)(C)c1ccc(OCCOc2ccc(C(=O)NCCNC(=O)c3ccc4ccccc4c3O)cc2N)cc1	4	-13	-17	26	-5	-7
CN1Cc2ccccc2[C@H]2C(c3ccccc3)=NN(c3ccccc3)[C@H]21	59	40	37	10	27	41
COC(=O)C(=[N+]=[N-])C(=O)c1cccc([N+](=O)[O-])c1	6	11	12	17	16	3
CNNC1=NS(=O)(=O)c2cc(C(=O)OC)c(Cl)cc2S1	-10	9	8	0	-2	-6
N#CCCN(CCCN1CCOCC1)C(=S)Nc1ccc(Cl)cc1	27	18	17	14	6	39
CCNC(=O)CNC(=O)C(Cc1ccc([N+](=O)[O-])cc1)NC(=O)OC(C)(C)C (centres undefined)	-13	-27	-32	14	-42	-6
Cc1c(C)c(C)c(S(=O)(=O)N2CCN(S(=O)(=O)c3c(C)c(C)c(C)c(C)c3C)CC2)c(C)c1C	-25	-19	2	6	-28	-15
CC(=O)Oc1cc(C=O)cc(OC(C)=O)c1OC(C)=O	2	6	19	-8	6	2
COc1ccc(-c2coc3c4c(ccc3c2=O)OC(C)(C)C=C4)cc1	64	39	41	8	28	50
Cc1ccc(OS(=O)(=O)c2cccc(S(=O)(=O)Oc3ccc(C)cc3)c2)cc1	9	20	6	8	3	9
COc1cc2[nH]ccc2cc1OCc1ccccc1	12	6	6	-2	-9	4
COC(=O)C1(c2ccccc2)Cc2ccccc2-c2ccccc21 (centres undefined)	-10	-24	-17	-16	-10	26
COCN(C)c1nc(N(C)C)nc(N(C)C)n1	-21	-25	-20	-7	2	-17
N=C(N)SCc1csc(N)n1	15	6	13	24	-5	-6
CS(=O)(=O)Nc1ccc(NS(C)(=O)=O)cc1	4	2	-13	2	18	3
NC(CCCCC(N)C(=O)c1ccccc1)C(=O)c1ccccc1 (centres undefined)	-5	-12	3	-16	-7	2
COc1ccc(C(CN(C)C(C)C)OC(=O)C(c2ccccc2)c2ccccc2)cc1OC (centres undefined)	-13	-14	-18	-8	-7	1
CCOC(=O)c1ccc(N)nc1	5	-4	19	-13	-3	8
CCC(Sc1cc(Cl)c(C)cc1S(=O)(=O)Nc1nc(N)nc(N(C)C)n1)C(=O)O (centres undefined)	6	-16	2	25	-10	-12

Next part.
Structure	sgs1 mgt1	rad50	yeast mlh1 rad18	yeast cln2 rad14	yeast mec2-1	bub3
OCC(O)c1ccccn1 (centres undefined)	7	6	6	-1	-19	3
NC(C(F)(F)F)(C(F)(F)F)P(=O)(Cc1ccccc1)Cc1ccccc1	-19	-8	8	-14	-47	-23
CCCC(=O)OC1=C(c2ccccc2)Sc2ccccc2-n2cccc21	-37	-47	-48	-63	-35	-4
CSC(SC)=P(c1ccccc1)(c1ccccc1)c1ccccc1	-4	-10	-4	7	-5	5
COc1c(C(=O)O)[nH]c(=O)[nH]c1=O	6	5	-6	-6	-30	-14
